PRMT1 inh: PRMT1 methyltransferase inhibitors, primary screen, biochemical, fluorescence polarization; recombinant PRMT1, activity-based probe fluorescence polarization; inhibition, % at 2.79 µM; hit rate 1.3% among 370,000; Protein arginine N-methyltransferase 1 (Homo sapiens), Q99873;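 active = inhibition above about 21% made by adding two undisclosed values, limit read from the data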
rCAG RNA binder: binders of r(CAG) RNA repeats, primary screen, biochemical, fluorescence; r(CAG) RNA repeat, TO-PRO-1 dye displacement fluorescence; inhibition, % at 3 µM; hit rate 1.3% among 370,000; AID 651821, 2012;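 active = inhibition above the plate cutoff, the mean of all test compounds on that plate plus 3 SD, cut at about 35% in these data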;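 also: 0% = DMSO alone and 100% = 100 µM mitoxantrone as full dye displacement; higher means more dye released from RNA so lower well fluorescence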
SIAE primary: human SIAE inhibitors, primary screen, biochemical, fluorescence polarization, FP-Rh probe, 1536-well HTS. Sialate O-acetylesterase (Homo sapiens), Q9HAT2. SIAE FP-Rh probe binding. inhibition, % at 9.66 µM. hit rate 0.69% among 370,000;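 active = inhibition above a cutoff: mean of compounds within the control limits plus 3 SD of those, cut at about 17% in these data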;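 also: 0% = plate median of compound wells and 100% = probe without SIAE protein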
Target sequence (Q9HAT2 whole entry, looked up): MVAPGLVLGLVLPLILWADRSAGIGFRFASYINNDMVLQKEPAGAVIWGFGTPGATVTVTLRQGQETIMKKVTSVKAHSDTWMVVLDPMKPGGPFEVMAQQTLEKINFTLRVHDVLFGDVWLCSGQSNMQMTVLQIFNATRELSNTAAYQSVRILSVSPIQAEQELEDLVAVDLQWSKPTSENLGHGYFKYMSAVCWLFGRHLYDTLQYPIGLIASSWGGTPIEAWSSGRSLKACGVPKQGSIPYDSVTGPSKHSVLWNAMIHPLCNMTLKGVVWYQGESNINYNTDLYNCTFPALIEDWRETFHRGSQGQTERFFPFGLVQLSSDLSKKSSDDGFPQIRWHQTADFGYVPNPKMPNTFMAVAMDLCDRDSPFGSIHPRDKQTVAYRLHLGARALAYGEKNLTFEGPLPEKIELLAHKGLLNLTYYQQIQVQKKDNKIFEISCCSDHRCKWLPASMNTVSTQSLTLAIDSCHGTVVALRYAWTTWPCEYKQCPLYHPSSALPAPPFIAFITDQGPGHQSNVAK
PG9 binder: binders of HIV-1 gp120 antibody PG9, primary screen, biochemical, TR-FRET. hit rate 0.43% among 360,000. HIV-1 gp120 / PG9 antibody interaction. inhibition, % at 6.7 µM. TR-FRET gp120-PG9 antibody binding; in the data active = inhibition above about 8.5%
NR1D1 modulator: modulators of Rev-erb alpha DNA binding, primary screen, biochemical, FITC-DNA, fluorescence polarization, uHTS. Rev-erbα–FITC-DNA binding, 90 min. activity, % at 10 µM. hit rate 0.79% among 370,000. AID 1259318, 2017;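 active = activity above about 14%, limit read from the data; passing the limit was not always enough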;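 also: 0% = DMSO wells with 35 nM protein and 100% = DMSO wells with 750 nM protein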
TDP2 inh: human TDP2 enzyme inhibitors, primary screen, biochemical, epi absorbance, recombinant enzyme | T5PNP hydrolysis, p-nitrophenol absorbance 415 nm | inhibition, % at 12.8 µM | hit rate 0.34% among 370,000;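 active = inhibition above the mean of all tested compounds plus 3 SD, set per campaign, cut at about 25% in these data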;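 also: 0% = DMSO with enzyme and 100% = buffer with substrate but no TDP2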
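Test system: human TDP2 enzyme; Input: 120 nM TDP2 per well; Buffer or medium: Mg2+-containing Tris-HCl buffer, pH 7.5; Reagent: 5 mM T5PNP; Dosing: 12.8 µM single point, 1% DMSO; Incubation: reaction 2 h, 37 °C; Detection: p-Nitrophenol epi absorbance; Read-out: % inhibition relative to enzyme-containing and enzyme-free wells; Replicates: single well per compound.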
TCR-CD3 inh: inhibitors of human TCR-CD3 interaction, primary screen, biochemical, fluorescence, TAMRA-labeled TCR probe | T-cell receptor (TCR) | inhibition, % at 9.4 µM | hit rate 0.37% among 360,000; in the data active = inhibition above about 19%;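 also: recombinant mutant TCR 2C K166C tagged with TAMRA read by polarization; 0% = receptor in buffer alone and 100% = receptor with positive control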
LEDGF integ inh: blockers of LEDGF/p75-dependent integrase strand transfer – biochemical, TR-FRET, high throughput, primary screen | hit rate 0.64% among 370,000 | inhibition, % at 3.7 µM | TR-FRET IN-LEDGF/p75 DNA integration, Eu/Cy5 | HIV-1 integrase (with human LEDGF/p75);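 active = inhibition above the screen-wide mean plus 3 SD, cut at about 13% in these data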;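 also: signal is the Cy5 over europium emission ratio at 671 and 618 nm; 0% = plate median of compound wells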
HTRA1 inh: HTRA1 serine protease inhibitors, primary screen, biochemical, fluorescence polarization, HTS; hit rate 0.5% among 340,000; Q92743; recombinant HTRA1, FP-rhodamine activity-based probe; inhibition, % at 5.96 µM; in the data active = inhibition above about 36%;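 also: 0% = enzyme with DMSO and 100% = wells lacking enzyme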
ABHD4 inh: ABHD4 inhibitors, primary screen, biochemical, fluorescence polarization, mouse. inhibition, % at 8.92 µM. hit rate 0.54% among 370,000. AID 720543, 2013. (Lyso)-N-acylphosphatidylethanolamine lipase (Mus musculus), Q8VD66. purified mABHD4, FP-Rh probe fluorescence polarization;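 active = inhibition exceeding the mean over every tested compound plus 3 SD, cut at about 30% in these data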;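 also: 0% = plate median of compound wells and 100% = S159A mutant with DMSO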
Target sequence (Q8VD66 whole entry, looked up): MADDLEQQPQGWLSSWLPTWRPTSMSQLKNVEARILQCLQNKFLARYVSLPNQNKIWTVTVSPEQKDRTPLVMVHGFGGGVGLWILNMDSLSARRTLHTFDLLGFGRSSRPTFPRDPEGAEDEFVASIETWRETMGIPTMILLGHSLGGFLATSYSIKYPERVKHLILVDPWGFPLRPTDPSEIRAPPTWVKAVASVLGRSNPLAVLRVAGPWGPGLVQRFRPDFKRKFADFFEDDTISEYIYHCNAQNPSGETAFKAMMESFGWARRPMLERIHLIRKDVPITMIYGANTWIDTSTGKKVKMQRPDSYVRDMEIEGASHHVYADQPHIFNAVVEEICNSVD
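Assay system: Wild-type mouse ABHD4 protein | Medium: HEPES pH 7.0 buffer, 150 mM NaCl, 0.01% Pluronic F-127 | Incubation: Enzyme–compound pre-incubation 45 min, then probe 60 min, both 25 °C | Technique: Fluorescence polarization with parallel and perpendicular emission, 525/598 nm | Evaluation: % inhibition of FP-Rh probe binding versus controls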
* marks the source's active call; other numbers are inactive results; / = no result given.

SMILES	PRMT1 inh	rCAG RNA binder	SIAE primary	PG9 binder	NR1D1 modulator	TDP2 inh	TCR-CD3 inh	LEDGF integ inh	HTRA1 inh	ABHD4 inh
COc1ccc(C(C(=O)NC2CCCCC2)N(C(=O)c2ccccn2)c2cccnc2)c(OC)c1 (stereo not given)	-2	-3	-5	-3.3	-2	-1	2	2	-2	3
COc1ccc(C2NC(=S)N3C(c4ccc(OC)cc4)NC(=S)N23)cc1 (stereo not given)	46*	5	4	-3.1	11	-7	-3	4	12	-11
CC1(C)CC(=O)C(Sc2ccc(Br)cc2)=C(O)C1	1	-2	-10	-1.7	-4	-3	-2	-5	-2	5
Cc1ccc(S(=O)(=O)N2CCC(C(=O)N[C@@H](C)C(=O)Nc3ccc4c(c3)OCO4)CC2)cc1	1	8	3	-2.2	1	-2	2	0	10	2
O=C(O)CCCC(=O)Nc1ccccc1SCCS(=O)(=O)c1ccc(Cl)cc1	11	3	-2	0.1	1	-1	3	-2	0	5
CC(=O)c1cccc(NC(=O)C2Cc3c(-c4cccc(C(C)=O)c4)ccnc3O2)c1 (stereo not given)	-6	2	1	2.3	-6	-3	-2	2	/	0
O=C(Nc1ccc(Cl)cc1)C1CCCN1S(=O)(=O)c1cccnc1 (stereo not given)	0	4	-5	/	-3	4	/	0	/	-4
Cc1cc(C)c(C#N)c(N2CCN(S(=O)(=O)Cc3ccccc3)CC2)n1	-5	-3	-1	0.3	-2	-1	1	5	3	-1
COc1ccc(-n2nc(C(=O)NCC(=O)NCC3COc4ccccc4O3)c3ccccc3c2=O)c(OC)c1 (stereo not given)	-3	-2	1	0.5	0	-8	2	8	-12	-8
CC(=O)c1ccc(NC(=O)Nc2cccc(Cl)c2)cc1	6	13	-64	-2.6	-4	5	-12	1	-57	-55
O=C(C(Cc1ccccc1)n1cccc1)N1CCc2ccccc21 (stereo not given)	0	2	-8	0.7	4	7	-2	-3	-25	-8
COc1cc(C2c3c(oc4cc(C)c(C)cc4c3=O)C(=O)N2c2cc(C)ccn2)ccc1O (stereo not given)	3	5	0	3.2	-2	-3	0	0	1	-14
COc1ccc(Cc2n[nH]c(=S)n2NC(=O)Nc2ccc(Cl)c(Cl)c2)cc1	9	63*	-62	3.0	-1	-4	-1	2	-46	-48
Cc1cccc(NC(=O)Cn2cc(C(=O)c3ccco3)c3ccccc32)c1	-5	24	-7	-0.1	1	1	10	1	-41	-9
CCS(=O)(=O)N1CCC(C(=O)N2CCOCC2)CC1	0	1	-1	0.5	-3	11	1	1	5	-2
C[C@H]1CN([C@@H](C)CO)S(=O)(=O)c2ccc(Br)cc2O[C@@H]1CN(C)C(=O)CCN1CCCCC1	-5	5	5	0.3	9	-2	-3	-1	-3	3
O=C(Nc1ncccc1O)c1cc2ccccc2o1	2	7	5	-2.1	4	5	7	0	0	6
Cc1[nH]nc2c1C(c1cc(Br)cs1)C(C#N)=C(N)O2 (stereo not given)	3	6	-5	0.1	3	-2	-1	2	6	-9
N#Cc1ccc(N2C(=O)[C@@H]3C(C(=O)c4cnccn4)=NN[C@@H]3C2=O)cc1	15	7	-3	-1.3	7	-7	5	-3	/	-2
C1CC(CN2CCOCC2)CN(c2nc3nonc3nc2N2CCSCC2)C1 (stereo not given)	-2	-6	-4	0.3	-6	12	-2	-2	6	3
Cc1nc(CCNC(=O)Cc2ccccc2)cs1	0	1	-4	0.0	1	-8	-2	-5	9	-3
O=C(c1ccc(Cl)cc1)N1N=CCC1(O)c1ccc(Cl)cc1 (stereo not given)	-1	8	-5	0.5	6	-6	-6	-5	11	-5
CC(C)(C)NC(=O)C(=O)NN=C1CCCCCC1	4	-3	2	0.5	7	-2	1	-6	1	0
COc1ccc(/C(O)=C2/C(=O)C(=O)N(CCCN3CCOCC3)C2c2ccc(C(C)C)cc2)cc1 (stereo not given)	-1	17	-2	0.6	-1	6	1	-5	6	3
COC(=O)Nc1ccc(S(=O)(=O)N2CCCc3cccc(O)c32)cc1	5	1	1	0.3	4	5	-1	-1	-18	-7
CCN(CC)CCC=C(c1cccs1)c1cccs1	3	5	-1	-0.4	-9	2	6	4	4	15
NS(=O)(=O)c1ccc(NC(=O)COC(=O)CCc2nc3ccccc3c(=O)[nH]2)cc1	0	6	-4	-0.8	-2	4	2	-2	3	6
COc1cccc(S(=O)(=O)N(C)C[C@H]2OCc3cnnn3CCCC(=O)N([C@@H](C)CO)C[C@H]2C)c1	-1	-1	7	-0.4	-4	6	-3	-1	4	4
O=C(N=Nc1c(O)[nH]c2ccccc12)c1cccs1	-1	10	-2	-6.8	6	10	0	-5	0	-3
Cc1ccc(N2C(=O)C(Cl)=C(N3CCCCCC3)C2=O)c(C)c1	1	-1	-2	0.5	3	9	5	0	-12	7
Cc1nnc(SCC(=O)c2ccc(Cl)cc2)s1	-5	2	-4	-0.7	-8	-4	5	1	-1	4
CC(=O)COC(=O)C1CCN(S(=O)(=O)c2cc([N+](=O)[O-])ccc2Cl)CC1	4	12	7	-1.2	-2	14	-2	2	3	6
Cc1cc(NC(=O)CCCn2nc([N+](=O)[O-])c(Br)c2C)no1	-2	-3	-8	-0.7	2	-5	6	-5	-2	-2
c1ccc(-c2csc(N3CCCCCC3)n2)cc1	-3	-1	1	-3.9	1	-5	6	-3	-4	6
COCCNC(=O)c1cn(C(C)c2ccccc2F)nn1 (stereo not given)	3	-3	-1	-1.2	-2	2	-1	-3	/	0
COCCN(C(=O)C(F)(F)F)C(C(=O)NC1CCCCC1)c1ccco1 (stereo not given)	0	-1	2	-1.8	7	-4	-1	-4	1	1
COc1cccc(CNC(=O)COC(=O)CCc2cc(OC)c(OC)c(OC)c2)c1	-4	0	6	0.7	-4	-3	5	1	-5	2
CCOCCCNC(=O)C1CCCN(S(=O)(=O)c2cccc3nsnc23)C1 (stereo not given)	-3	1	-1	0.4	-1	-3	11	4	7	-4
Cc1csc(CN(C)C(=O)CC2C(=O)NCCN2CC(C)(C)C)n1 (stereo not given)	0	-4	3	-1.1	-2	15	7	0	-1	2
Cc1ccc(NC(=O)C2CC(=O)N(C(C)C)C2)cc1C (stereo not given)	4	1	-6	-2.0	6	7	1	-1	4	3
CN(C)c1ccc(C(=S)N2CCN(C(=S)Nc3ccccc3)CC2)cc1	0	-1	-2	-1.9	2	2	5	-3	6	0
COc1ccc(-c2[nH]ncc2CN2CCN(Cc3cccs3)CC2)c(F)c1	-7	-4	5	-0.8	3	0	-2	4	6	-3
COc1ccc(/C=N/NC(=O)CCn2c3ccccc3c3ccccc32)cc1O	1	15	8	-1.7	3	1	4	1	-28	-5
CC(C)C(=O)N[C@H]1[C@H](O)CCC[C@]12C(=O)N(Cc1ccccc1)c1ccccc12	0	4	-2	/	6	0	/	-3	/	4
CCCNC(=O)C1(C)CCN(Cc2csc(-c3ccc(Cl)cc3)n2)C1 (stereo not given)	-3	-1	6	-0.7	-4	1	9	-1	/	5
COC(=O)c1ccc(C(=O)Nc2nc3cc(N)c(C)cc3s2)cc1	2	8	-3	-0.7	0	5	2	0	6	2
CC1=NN(S(=O)(=O)c2ccc(Cl)cc2Cl)C(=O)c2ccccc2O1	-2	-4	-2	1.9	2	-9	1	5	-5	0
Cc1cc(C(=O)CSc2nnnn2C)c(C)n1Cc1ccco1	-3	-1	3	-1.2	-15	3	3	0	6	2
Cc1csc(CNC(=O)c2cc(COc3c(C)cccc3C)on2)n1	-1	-1	-4	-0.9	-6	17	12	-1	-1	-4
Cc1ccc(OCC(=O)Nc2cc(S(=O)(=O)N3CCCCC3)ccc2N2CCN(C)CC2)c(C)c1	4	-3	1	2.1	4	7	1	-1	-37	9
CC1CCCCC1NC(=O)C1CCN(S(=O)(=O)c2ccc(-n3cnnn3)cc2)CC1 (stereo not given)	1	-1	1	0.7	-2	3	-1	-4	7	0
C=C(C)c1cccc(C(C)(C)NC(=O)N2CCCC2)c1	1	2	4	0.5	10	-5	-10	4	-2	10
CCOC(=O)c1c(NC(=O)C2COc3ccccc3O2)sc(C)c1C (stereo not given)	2	-1	-1	2.6	7	0	-1	3	1	-4
COCC(=O)N(Cc1cc2cc(C)ccc2[nH]c1=O)c1ccccc1	-1	-4	-2	-0.3	3	3	-3	5	8	3
CC1=CC(C)(C)N(C(=O)CSc2nnc(C)s2)c2ccc(C)cc21	-3	-5	7	-0.1	2	-5	4	3	0	-3
COc1ccc(S(=O)(=O)N2CCOC2CNC(=O)C(=O)NCCc2ccccc2OC)cc1 (stereo not given)	-4	2	-1	0.8	6	14	0	-1	1	-5
O=C(c1cccc(C(F)(F)F)c1)N1CCC(O)(CS(=O)(=O)Cc2ccccc2Cl)CC1	2	-4	-4	1.2	-2	-10	-1	4	-2	-10
CC(C)CCN1CN(S(=O)(=O)c2cccs2)c2nc3ccccc3nc21	1	1	1	1.8	-5	7	-1	1	-2	1
Nc1cccc2c1C(=O)N(CCOc1ccc(F)cc1)C2=O	8	-1	-3	1.6	-2	9	-4	-1	-11	-2
C=CCOC(=O)N[C@H](c1ccccc1)[C@H](C)/C=C/CC(=O)OC	-2	1	3	/	0	2	/	-3	/	1
O=C(O)c1ccc(/C=N/NC(=S)NCCN2CCOCC2)cc1	2	-1	5	-1.7	5	-3	-3	-5	3	6
CCC(C)C(NC(=O)OC(C)(C)C)C(=O)NCc1ccco1 (stereo not given)	3	3	5	0.9	2	-13	3	-5	-6	3

Of the compounds above, two contain a CF3 group.
SMILES	PRMT1 inh	rCAG RNA binder	SIAE primary	PG9 binder	NR1D1 modulator	TDP2 inh	TCR-CD3 inh	LEDGF integ inh	HTRA1 inh	ABHD4 inh
COCCN(C(=O)C(F)(F)F)C(C(=O)NC1CCCCC1)c1ccco1 (stereo not given)	0	-1	2	-1.8	7	-4	-1	-4	1	1
O=C(c1cccc(C(F)(F)F)c1)N1CCC(O)(CS(=O)(=O)Cc2ccccc2Cl)CC1	2	-4	-4	1.2	-2	-10	-1	4	-2	-10

Compound profiles (already shown):
`CCOC(=O)c1c(NC(=O)C2COc3ccccc3O2)sc(C)c1C` (stereo not given) is listed as PRMT1 inh = 2; rCAG RNA binder = -1; SIAE primary = -1; PG9 binder = 2.6; NR1D1 modulator = 7; TDP2 inh = 0; TCR-CD3 inh = -1; LEDGF integ inh = 3; HTRA1 inh = 1; ABHD4 inh = -4
`COc1ccc(S(=O)(=O)N2CCOC2CNC(=O)C(=O)NCCc2ccccc2OC)cc1` (stereo not given) is listed as PRMT1 inh = -4; rCAG RNA binder = 2; SIAE primary = -1; PG9 binder = 0.8; NR1D1 modulator = 6; TDP2 inh = 14; TCR-CD3 inh = 0; LEDGF integ inh = -1; HTRA1 inh = 1; ABHD4 inh = -5

High-throughput results (PubChem)

These rows are one share of the data. The share of hits here may be higher or lower than overall.
